From PubChem BioAssay
HSF1 inh: HSF1 inhibition; NIH3T3-HGL HSE-luciferase, MG132-induced, luminescence 8 h; active compounds read low; activity change, negative = inhibition, % at 7.5 µM (by protocol); 300,000 tested, 0.77% active; AID 2098;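 active = more than half of replicate wells show activity change below -50%, luminescence cut by over half; inconclusive = some wells, but at most half, below -50%; inactive = no replicate well below -50%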;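 also: luciferase reports HSF-1 transcriptional activity via heat shock element; 0% = median of DMSO wells and -100% = zero luminescence signal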
PolyA inh: yeast polyadenylation inhibition | AID 1875 | 300,000 tested, 0.02% active | calls only at 12 µM | S. cerevisiae SKY197-pL101 polyadenylation reporter, beta-gal luminescence; efflux-impaired pdr1/pdr3 knockout yeast; score 100 = 6 SD above DMSO;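 active = lowest replicate activity score at least 50, where 100 means six control SD above control mean; inconclusive = lowest score under 50 but half or more replicates reach 50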;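 also: yeast exposed to compound for 9 h at 30 °C; higher score means more reporter readthrough which indicates perturbed polyadenylation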
HSP90 inh: blocks HSP90-mediated luciferase refolding in reticulocyte lysate. AID 1789. 290,000 tested, 0.91% active. Rabbit reticulocyte lysate, luciferase refolding luminescence, 3 h. inhibition, % at 5.6 µM;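 active = inhibition above the screen-wide mean plus 3 SD, computed separately per campaign, cut at about 16% in these data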;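 also: 0% = DMSO wells and 100% = 60 µM geldanamycin wells; inhibitors lower the luminescence because luciferase stays unfolded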
aSyn UTR inh: MLPCN primary screen, SNCA 5' untranslated region | alpha-synuclein 5'UTR reporter, inhibitor activity | inhibition, % (tested at 7.5 µM) | 300,000 tested, 0.82% active | AID 1813; in the data active = inhibition above about 60%; inconclusive = no clear call, values can overlap the other calls;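 also: H4 neuroglioblastoma cells stably carrying SNCA 5'UTR luciferase fusion; 0% = DMSO wells and 100% = positive control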
IEC-6 cytotox: counter-screen for KLF5 inhibitors: cytotoxicity in IEC-6 cells; IEC-6 cytotoxicity, luminescence viability; inhibition, % at 5 µM; 290,000 tested, 0.78% active; AID 1825; in the data active = inhibition above about 22%;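 also: 0% = plate median of test compound wells and 100% = cytotoxic reference compound wells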
GSK3beta inhib: blocks human GSK3beta kinase activity; GST-GSK3beta kinase, ADP-Glo luminescence, 60 min; active compounds read low; activity score (negative = inhibition), % at 10 µM; 300,000 tested, 0.038% active; AID 2097;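 active = more than half of replicate wells score below -50%, meaning over 50% inhibition versus plate controls; inconclusive = some replicates but at most half score below -50%; inactive = no replicate scores below -50%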;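 also: 0% = median DMSO wells and -100% = median GW8510 positive control wells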
Target sequence (P49841 whole entry, looked up): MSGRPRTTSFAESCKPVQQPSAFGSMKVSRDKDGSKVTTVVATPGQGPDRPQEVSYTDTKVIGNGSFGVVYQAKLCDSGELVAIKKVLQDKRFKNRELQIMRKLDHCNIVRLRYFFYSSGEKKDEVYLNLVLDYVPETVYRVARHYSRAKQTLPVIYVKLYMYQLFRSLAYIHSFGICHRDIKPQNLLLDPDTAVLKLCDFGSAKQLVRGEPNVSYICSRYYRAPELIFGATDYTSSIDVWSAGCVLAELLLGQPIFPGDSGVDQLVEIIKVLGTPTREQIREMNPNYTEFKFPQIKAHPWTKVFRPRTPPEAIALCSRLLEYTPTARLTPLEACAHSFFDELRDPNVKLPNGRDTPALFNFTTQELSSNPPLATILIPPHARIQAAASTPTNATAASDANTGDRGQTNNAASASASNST
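test system = GST-tagged human GSK3beta kinase, cell-free | reagent = 25 µM ATP with peptide substrate | dosing = one dose of 10 µM per compound | schedule = 60 min reaction, RT | detection = luminescent ADP-Glo measurement of ADP formed | control set = DMSO neutral wells and GW8510 at 20 µM as positive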
GSK3 alpha inh: blocks human GSK-3 alpha kinase; ADP-Glo luminescence, 60 min; inhibition, % at 10 µM; 320,000 tested, 0.1% active;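 in the data active = inhibition above about 50%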;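 also: GST-tagged GSK-3 alpha with peptide substrate and 25 µM ATP; 0% = DMSO neutral wells and 100% = GW8510 positive control wells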
Target sequence (P49840 whole entry, looked up): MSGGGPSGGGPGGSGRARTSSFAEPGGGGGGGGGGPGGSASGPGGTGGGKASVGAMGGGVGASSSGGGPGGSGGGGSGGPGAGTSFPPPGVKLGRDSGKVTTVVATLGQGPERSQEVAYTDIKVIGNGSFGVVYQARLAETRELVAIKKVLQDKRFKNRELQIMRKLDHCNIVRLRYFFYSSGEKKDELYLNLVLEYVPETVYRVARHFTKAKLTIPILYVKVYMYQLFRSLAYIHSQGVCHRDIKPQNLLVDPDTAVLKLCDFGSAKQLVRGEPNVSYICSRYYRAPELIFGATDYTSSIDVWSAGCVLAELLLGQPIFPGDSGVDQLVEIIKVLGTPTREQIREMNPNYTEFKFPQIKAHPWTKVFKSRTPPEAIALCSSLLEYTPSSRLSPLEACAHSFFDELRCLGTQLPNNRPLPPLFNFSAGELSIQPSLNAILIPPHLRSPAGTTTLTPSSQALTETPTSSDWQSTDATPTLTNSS
AI-2 QS modul: modulators of Vibrio harveyi AI-2 quorum sensing system; AID 2094; activity change, % at 7.5 µM; 300,000 tested, 0.4% active; Vibrio harveyi JMH597 AI-2 luminescence/OD600 ratio, 9 h; active compounds read low; strain lacks LuxN and CqsS sensors; 0 = neutral-control median; in the data active = activity change below about -75%, passing the limit was not always enough; inconclusive = no clear call, values can overlap the other calls;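 also: luminescence divided by OD600 gain over 9 h not by final OD600 alone; inactives centre near 13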
KLF5 inh: suppresses KLF5 promoter-driven expression; DLD-1 KLF5 promoter-luciferase reporter, luminescence; inhibition, % at 5 µM; 290,000 tested, 0.23% active; AID 1700;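 active = inhibition above a per-plate limit of that plate's mean compound inhibition plus 3 SD, cut at about 60% in these data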;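 also: 0% = DMSO wells and 100% = LY294002 at 200 µM; higher means less KLF5 promoter-driven luciferase light; inactives centre near -14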
HSF-1 act: increases HSF-1 driven luciferase reporter signal; NIH3T3-HGL HSF-1 luciferase reporter, MG132, 8 h; 100% = twice DMSO control signal; activation, % at 9 µM; 300,000 tested, 1.7% active; AID 504408;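 active = mean replicate activation of at least 50% with a set share of replicates each reaching 50%; inconclusive = only one of those two conditions met; inactive = mean below 50% and too few replicates reaching it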;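 also: 0% = median of the neutral control wells and 100% = twice that signal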
* marks the source's active call; other numbers are inactive results; i = inactive; ? = inconclusive; · = no result given. This is a subset. The share of hits here may be higher or lower than overall.

SMILES	HSF1 inh	PolyA inh	HSP90 inh	aSyn UTR inh	IEC-6 cytotox	GSK3beta inhib	GSK3 alpha inh	AI-2 QS modul	KLF5 inh	HSF-1 act
O=c1c(-c2ccnn2-c2ccc(F)cc2)cnc2n1CCS2	2	i	9	1	0	2	-3	16	-31	4
CC(=NCc1ccccc1)C1=C(O)COC1=O	-1	i	3	10	3	2	0	4	19	8
COc1ccc(S(C)(=O)=O)cc1S(C)(=O)=O	-8	i	4	3	-3	0	0	22	-12	16
CCOC(=O)N1CCN(C(=O)CNC(=O)Cc2ccc(Cl)cc2)CC1	-3	i	-4	11	2	-7	-4	0	-5	9
CCOc1ccc2nc(NC(=O)C3(C)CC3(Br)Br)sc2c1 (stereo unspecified)	-6	i	·	-128	·	4	1	42	·	-10
Cc1ccc(CN2CCC(Oc3cccc(C(=O)N(C)CCN(C)C)c3)CC2)cc1C	0	i	-1	-24	0	5	·	22	-28	-9
O=C1CN(C(=O)CSc2nc3ccccc3c(=O)n2Cc2ccc(F)cc2)c2ccccc2N1	10	i	-2	25	-6	0	0	13	-1	35
Cc1ccc(CSc2nc3ncccc3[nH]2)cc1	46	i	14	-59	6	2	-2	-6	-69	77*
CCN(CC)CCCC(C)NC(=O)c1cccc(S(=O)(=O)N2CCc3ccccc32)c1 (stereo unspecified)	-8	i	-1	-21	-6	-3	-2	19	-4	-8
CCNC(=O)c1ccc(CSc2ccc(Cl)cc2)cc1	12	i	2	-42	-3	-1	-2	5	-6	23
CC(C)(C)C(=O)Nc1c2c(nn1-c1cccc(Cl)c1)CS(=O)(=O)C2	0	i	0	3	-2	-2	-1	30	-2	26
CC(C)C(=O)N(Cc1cc2ccccc2[nH]c1=O)C(C)(C)C	-1	i	1	14	-4	·	1	·	-10	0
O=C(Cn1cnc2c(nnn2Cc2ccc(Cl)cc2)c1=O)N1CCCc2ccccc21	?	i	-1	11	4	-1	-5	24	-38	-59
Cc1ccc(CO/N=C\Cc2snc(Sc3ncc(C(F)(F)F)cc3Cl)c2C#N)cc1	19	i	0	-6	-1	3	1	20	10	31
COc1ccc(OCC(=O)NNC(=O)C(=O)N2CCCC2)cc1	-3	i	-4	-7	0	-5	-1	19	2	1
CCN(CC)CC#Cc1ccc(C)cc1	-11	i	-3	-18	-9	2	-8	17	9	-3
CCOc1ccc(CCNc2nc3ccccc3n3cnnc23)cc1OCC	-4	i	-3	25	-2	-1	-1	16	-13	0
CN1CCN(C(=O)C2CCC(CNS(=O)(=O)c3cccc4cccnc34)CC2)CC1 (stereo unspecified)	3	i	-2	-4	-3	1	-2	28	-20	17
Cc1[nH]n(C(N)=S)c(=O)c1N=Nc1ccc([N+](=O)[O-])cc1Cl	2	i	18*	-25	4	-5	1	6	-30	25
O=C(Nc1ccc(F)cc1)C1CCC(CNc2c(N3CCCCC3)c(=O)c2=O)CC1 (stereo unspecified)	-3	i	2	-13	3	-4	3	5	-11	-16
CC(C)(C)c1cc(C(C)(C)C)n(-c2ccccc2)n1	1	i	-2	-21	0	1	1	15	-12	-4
CCC(=O)Nc1ccccc1-c1nc2ccccc2[nH]c1=O	-8	i	-2	1	4	-22	1	18	-19	-11
CN1CCN(CC(=O)Nc2ccccc2C(F)(F)F)CC1	8	i	4	-11	-2	-8	8	3	-26	30
CCOC(=O)C1=C(N)Oc2cc(C)oc(=O)c2C1c1cccnc1 (stereo unspecified)	-5	i	-3	10	0	-2	0	16	-12	-8
COc1ccc(C(C)=O)cc1CSCC(=O)O	-9	i	-1	-9	3	3	-3	21	11	-7

(list continues)
SMILES	HSF1 inh	PolyA inh	HSP90 inh	aSyn UTR inh	IEC-6 cytotox	GSK3beta inhib	GSK3 alpha inh	AI-2 QS modul	KLF5 inh	HSF-1 act
O=[N+]([O-])c1ccc(-c2nnc3cccc(Cl)n23)cc1	6	i	5	7	-9	-2	-1	-11	-35	7
CCN1CCN(CCC(=O)Nc2cccc(OC)c2)CC1	-7	i	-2	-8	-7	2	-1	20	-19	2
Cc1ccc(-n2c(SCC(=O)Nc3cc(C)on3)nc3c([nH]c4ccccc43)c2=O)cc1	0	i	1	-6	-8	1	-1	23	-17	6
CC(C)(C)OC(=O)N[C@@H](Cc1ccccc1)C(=O)N[C@@H](CO)[C@H](O)[C@@H]1C[C@@H]1C(=O)NC1CC1	-6	i	-3	-17	-6	-2	-2	19	-20	2
CC(C)(C)c1nc(SCC(=O)c2ccccc2)c2ccccc2n1	-7	i	5	15	-1	-2	0	16	3	6
CCOC(=O)c1ccccc1NC(=O)C1CC(=O)N(C2CCCCC2)C1 (stereo unspecified)	-2	i	-4	24	-3	1	0	48	0	-6
Cc1ccc(NC(=O)C(=O)NCCCN2CCCC2=O)c(C)c1	5	i	·	-60	·	2	1	25	·	9
O=c1/c(=C/c2ccco2)sc2nc(-c3ccccc3Br)nn12	·	·	-1	·	0	·	-2	·	2	·
COc1ccc(-n2cc(CN(C)CCO)c(-c3cccc(F)c3)n2)cc1	-4	i	1	16	-2	-1	·	30	-14	9
O=C(OCC(=O)N1CCN(C(=O)c2ccco2)CC1)c1cccc(S(=O)(=O)N2CCc3ccccc32)c1	-3	i	4	-4	-1	-1	6	18	-4	-3
O=C(/C=C/c1ccccc1)NCc1ccc2c(c1)OCO2	10	i	-3	-1	-1	0	-4	-94*	-41	16
COc1ccccc1CC(=O)N1CCN(c2ccccn2)CC1	-3	i	0	0	0	-5	-2	17	-23	15
Cc1cccc(CN2CCc3c([nH]c4ccccc34)C2C(C)(C)C)n1 (stereo unspecified)	-2	i	4	5	-3	4	3	23	-23	-4
COc1ccc(-n2nc3c(c2NC(=O)c2ccccc2S(=O)(=O)C(F)F)CS(=O)(=O)C3)cc1	-14	i	-4	-15	-9	-4	2	24	-34	-8
Cc1cccc(N2C(=O)c3cccc4c(N(C)CCO)ccc(c34)C2=O)c1	-3	i	-3	-6	0	1	3	25	-39	20
CCCCc1c(C)[nH]c(=S)[nH]c1=O	-2	i	-1	6	-4	1	0	3	-25	-5
Cc1cc(Nc2ccccc2)n(-c2cccc(Cl)c2)n1	21	i	1	-13	-3	-3	3	-14	-18	24
CCOC(=O)N/N=C\c1ccc(OC(=O)c2ccc3c(c2)OCO3)cc1	9	i	2	-56	6	2	0	15	-33	16
Cc1ccc(Nc2nnc(SC/C(O)=C(\C#N)c3nc4ccccc4[nH]3)s2)c(C)c1	0	i	0	-50	-4	-2	0	25	-41	-3
COc1ccc(CNC(=O)Cc2cn(C)c3ccccc23)c(OC)c1	-3	i	1	-20	2	0	1	23	-19	8
CCOc1ccc(Oc2ccc(Cl)cc2N)cc1	-11	i	-6	-40	3	1	-1	-49	-34	-8
Cc1ccc(NC(=O)C2CCCN(S(=O)(=O)c3cccc4cccnc34)C2)cc1 (stereo unspecified)	-3	i	-2	18	5	-1	1	7	-3	6
COCCCNC(=O)c1oc2ccc(S(=O)(=O)N(C)C3CCCCC3)cc2c1C	7	i	8	22	2	0	-1	23	-16	11
Cn1c(=O)oc2cc(S(=O)(=O)N3CCC(C(=O)Nc4ccc(OC(F)(F)F)cc4)CC3)ccc21	-8	i	2	54	2	-3	-3	17	-29	-6
Cc1nnc(NC(=O)C2CCN(S(=O)(=O)c3ccc(Cl)cc3)CC2)s1	0	i	2	17	7	-2	-6	21	13	0

Taken from above.
`O=[N+]([O-])c1ccc(-c2nnc3cccc(Cl)n23)cc1` @ AI-2 QS modul: -11
`CC(C)(C)c1nc(SCC(=O)c2ccccc2)c2ccccc2n1` @ aSyn UTR inh: 15

(continued)
SMILES	HSF1 inh	PolyA inh	HSP90 inh	aSyn UTR inh	IEC-6 cytotox	GSK3beta inhib	GSK3 alpha inh	AI-2 QS modul	KLF5 inh	HSF-1 act
COc1cc(C(C)=O)ccc1OCC(O)CN1CCN(c2ccc(F)cc2)CC1 (stereo unspecified)	-4	i	-4	6	-14	·	0	·	-28	-13
O=C(O)CNC(=O)c1ccc(Sc2ccccc2)c([N+](=O)[O-])c1	0	i	2	-6	6	-2	-4	13	4	-10
CCOC(=O)c1[nH]c2ccc(F)cc2c1NC(=O)c1ccccc1C(=O)O	3	i	3	-21	2	1	0	57	-15	12
O=[N+]([O-])c1ccc(C(=S)N2CCCC2)cc1	-2	i	2	1	5	-5	-2	23	-9	-12
Cc1cc2c(N=NC(=O)C3CC3c3ccccc3)c(O)[nH]c2cc1Br (stereo unspecified)	-12	i	-3	26	-3	1	0	22	9	12
C=C1CSc2nc3ccccc3c(=O)n21	5	i	-2	-2	-1	-2	6	12	-9	-7
CC(C)=CCC1=C(OCC(=O)O)C(=O)c2ccccc2C1=O	-1	i	5	-10	-3	0	-3	15	-28	12
Cc1ccc2c(c1)C(=O)C(=O)N2CC(=O)Nc1ccccc1NC(=O)c1ccccn1	-1	i	2	-8	-8	4	0	30	-23	-17
C(=C\c1ccccc1)/CNn1cnnc1	-1	i	-2	29	-12	-4	-3	7	-15	-9
CCCN1C2=NCCN2c2ccccc21	·	i	2	·	-2	-1	-3	23	-17	·
CC1CCC(NC(=O)C2CCN(S(=O)(=O)c3ccc4nc5c(c(C(=O)O)c4c3)CC(C)CC5)CC2)CC1 (stereo unspecified)	-1	i	0	14	-14	-3	0	9	-29	11
CCC(=O)Nn1c(C)nnc1C	-6	i	6	12	3	1	-2	20	-6	-2
COc1ccc(C(=O)NCc2ccc(N3CCN(C)CC3)cc2)cc1	1	i	5	-4	4	1	-1	4	-38	13
CC(C)(C)C(=O)COC(=O)c1ccc(O)cc1	-2	i	-5	-2	-6	-7	2	10	-38	2
CNC(=O)C(NC(=O)c1ccccc1)=C(C)C	-3	i	-2	4	-11	0	7	29	-20	2
COc1cccc(Cn2c(Oc3ccccc3)nc3c2c(=O)n(C)c(=O)n3C)c1	4	i	0	9	-4	0	0	13	5	21
COc1cc(C)nc(N2CCC(C(N)=O)CC2)n1	5	i	-3	12	-3	1	-6	14	-4	-13
COCc1[nH]c(=S)c(C#N)cc1C(=O)OC	-11	i	-3	-2	-12	1	0	9	0	8
Cn1c(=O)c2c(nc(Sc3ncnn3CC(=O)N3CCOCC3)n2C)n(C)c1=O	-88*	i	1	3	-4	-5	-1	22	-10	-91
COc1ccc(Cn2nnc3c(=O)[nH]c(C(=O)NCCc4ccc(F)cc4)nc32)cc1OC	7	i	-1	-11	-12	3	-5	25	-32	9
COC(=O)Cc1c(C)c2ccc(OCC(=O)N3CCC(C)CC3)c(C)c2oc1=O	-12	i	0	-11	8	1	-3	2	-38	2
NC(=O)c1sc2nc(N3CCCCC3)c3c(c2c1N)CCCC3	0	i	-1	19	-2	-4	5	34	-34	-6
COc1ccc(CCN(C)C(=O)N2CCOCC2)cc1OC	-2	i	-1	6	0	1	0	31	6	0
